Screening results (PubChem)
AP ELISA ortho = orthogonal test for alternative complement pathway inhibitors; Human serum alternative complement pathway, LPS-coated ELISA, C3 deposition; tested in compound mixtures; inhibition, % at 5 µM; 62,000 compounds, 0.08% hits;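 active = inhibition above 30% in each of the two pooled mixtures holding the compound, so the lower value exceeds 30%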;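 note: 0% = serum in Mg-EGTA without compound and 100% = EDTA serum blank; some compounds past the cut are filed as inactive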
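Test system – human serum alternative complement pathway, C3 deposition on LPS-coated wells · Buffer or medium – diluted human serum in Mg2+-EGTA GVB++ · Compound dosing – 5 µM each compound, pools of ten, 50 µM per pool · Schedule – 1 h serum-compound exposure at 37 °C · Measured by – Anti-C3 ELISA, OD 450 nm · Read-out basis – percent inhibition of C3 deposition onto LPS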
Cdc25B block = inhibitors of human Cdc25B phosphatase. P30305. recombinant Cdc25B, OMFP fluorescence Ex485/Em525. inhibition, %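 (compounds tested at 10 µM final in the well)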. 65,000 compounds, 0.1% hits; in the data active = inhibition above about 50%
Target sequence (P30305 whole entry, looked up): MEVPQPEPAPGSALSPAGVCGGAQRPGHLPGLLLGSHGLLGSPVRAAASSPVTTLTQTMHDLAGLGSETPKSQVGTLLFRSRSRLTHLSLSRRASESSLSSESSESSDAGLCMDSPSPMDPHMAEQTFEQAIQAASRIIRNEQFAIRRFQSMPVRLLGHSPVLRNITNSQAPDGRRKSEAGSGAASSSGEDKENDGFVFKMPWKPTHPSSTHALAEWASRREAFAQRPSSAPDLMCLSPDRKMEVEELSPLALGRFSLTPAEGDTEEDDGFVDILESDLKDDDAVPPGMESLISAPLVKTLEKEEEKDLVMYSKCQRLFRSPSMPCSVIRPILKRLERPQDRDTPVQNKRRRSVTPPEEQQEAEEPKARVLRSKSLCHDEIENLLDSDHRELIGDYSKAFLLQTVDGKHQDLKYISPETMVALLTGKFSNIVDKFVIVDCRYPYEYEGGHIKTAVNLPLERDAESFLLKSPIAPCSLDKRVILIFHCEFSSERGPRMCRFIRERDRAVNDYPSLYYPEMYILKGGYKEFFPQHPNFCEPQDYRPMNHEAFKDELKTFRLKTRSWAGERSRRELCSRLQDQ
DUSP1 inh = human dual specificity phosphatase 1 inhibition | P28562 | recombinant MKP-1, OMFP hydrolysis fluorescence | inhibition, %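 (compounds tested at a single concentration somewhere between 10 and 100 µM)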 | 65,000 compounds, 0.15% hits | AID 374;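 active = inhibition above about 50%, limit read from the data; inconclusive = inhibition over screen mean plus 3 SD, below that limit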;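 note: 0% = DMSO max control wells and 100% = wells with enzyme stopped by NaOH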
Target sequence (P28562 whole entry, looked up): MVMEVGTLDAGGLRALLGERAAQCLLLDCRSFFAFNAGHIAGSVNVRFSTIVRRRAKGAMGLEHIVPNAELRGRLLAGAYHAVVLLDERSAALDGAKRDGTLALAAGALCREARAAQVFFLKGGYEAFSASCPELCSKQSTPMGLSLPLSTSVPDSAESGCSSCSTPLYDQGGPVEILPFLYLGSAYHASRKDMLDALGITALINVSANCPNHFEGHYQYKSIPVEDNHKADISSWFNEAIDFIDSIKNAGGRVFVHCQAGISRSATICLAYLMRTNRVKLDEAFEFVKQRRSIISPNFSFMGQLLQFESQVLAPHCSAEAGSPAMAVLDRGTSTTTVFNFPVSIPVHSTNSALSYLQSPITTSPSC
D1 mod = allosteric modulators of human D1 dopamine receptor. P21728. HEK293 D1, CRE-luciferase, dopamine EC30 potentiation; actives deviate in either direction. B-score at 10 µM. 58,000 compounds, 5.9% hits. AID 641;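 active = luminescence count or its row- and column-corrected plate score outside the 99.7% band of the plate's sample wells, on either side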
CatB mix inh = human cathepsin B inhibition by mixtures; AID 488; inhibition, %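 (ten-compound pools at 5 µM per compound and 50 µM total)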; 62,000 compounds, 0.06% hits; P07858; Purified cathepsin B, AMC dipeptide fluorescence, compound mixtures; in the data active = inhibition above about 22%, passing the limit was not always enough; inconclusive = no clear call, values can overlap the other calls;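 note: 0% = enzyme without compound and 100% = no enzyme blank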
CatB block = inhibitors of human cathepsin B; inhibition, %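 (tested at 10 µM)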; P07858; purified cathepsin B, fluorogenic substrate, fluorescence; AID 453; 63,000 compounds, 0.1% hits; in the data active = inhibition above about 21%;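 note: 0% = enzyme with no compound and 100% = no enzyme blank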
Hsp90 block = displaces geldanamycin probe from tumor Hsp90 | P07900 | inhibition, % at 30 µM | NCI-N417 lysate Hsp90, Cy3B-geldanamycin FP displacement | 64,000 compounds, 0.35% hits;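 active = inhibition above 50%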;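 note: 0% = tracer plus lysate wells and 100% = tracer alone without lysate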
Ecoli tolC = blocks growth of E. coli BW25113 tolC mutant | growth inhibition, % at 10 µM (by protocol) | OD615 | 65,000 compounds, 2.2% hits;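 active = growth inhibition at or above a cutoff equal to the mean over every tested compound plus 3 SD, cut at about 60% in these data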;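 note: growth measured after 20 h incubation at 37 °C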
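System: E. coli ΔtolC::kan strain BW25113; Buffer or medium: LB broth supplemented with 50 µg/mL kanamycin; Compound: 10 µM final, single dose; Incubation: bacterial growth with compound for 20 h at 37 °C; Signal: A615 absorbance measurement; Evaluation: growth inhibition in percent.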
Ec RNAP inh = inhibitors of Escherichia coli RNA polymerase; P0A8V2; E. coli RNA polymerase, fluorescence transcription assay; inhibition, %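 (tested at 10 µM)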; 62,000 compounds, 0.2% hits; AID 559; in the data active = inhibition above about 20%;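 note: 0% = enzyme without compound and 100% = no enzyme blank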
The depositor's hits bear a star; ? = inconclusive; nt = no result given.

Values run as follows: DUSP1 inh	AP ELISA ortho	D1 mod	Cdc25B block	Hsp90 block	Ecoli tolC	CatB block	CatB mix inh	Ec RNAP inh
COc1ccc(S(=O)(=O)Cc2ccc(C(=O)N3CCc4ccccc4C3)o2)cc1
→ 9	18	-0.022	-4	-2	12	0	4	2
COc1ccccc1CNC(=O)c1cnc2sccn2c1=O
→ 14	5	0.42	3	-2	-8	3	-1	5
Cc1csc2nc(CSc3nc4ccccc4o3)c(Br)n12
→ 4	14	0.44	-10	4	32	1	-3	-8
CC1CCCC(C)N1C(=O)Cn1c(SCC(=O)NCc2ccc3c(c2)OCO3)nc2ccccc21 (stereo not drawn)
→ 27	3	-0.27	-7	nt	8	-2	5	12
CCN(CC)c1ccc2c(C)c(CN3CCOCC3)c(=O)oc2c1
→ 2	3	0.13	-21	-3	15	1	-4	-15
CCCN1C(=O)c2ccc(C(=O)NCc3ccco3)cc2C1=O
→ 8	12	-0.012	-5	-11	-1	0	0	5
CCOC(=O)c1cc(=O)n2nc(-c3ccccc3F)nc2s1
→ 6	3	-0.83	-14	-4	-12	6	5	7
CCCc1cc(=O)n2[nH]c(NCc3ccccc3F)nc2n1
→ -16	2	nt	1	3	3	2	5	11
CCOC(=O)c1nnn(-c2nc(N3CCCC3)nc(N3CCCC3)n2)c1-c1ccccc1
→ 29	9	2.3	9	-1	-20	5	4	5
O=C(OCC(=O)N1CCOCC1)c1ccc[nH]c1=O
→ 23	6	0.0087	1	-3	-9	0	2	-1
CCOC(=O)CSc1nc2sc(C)c(C)c2c(=O)[nH]1
→ -4	-5	nt	1	-4	-10	8	-1	10
CCN(c1ccccc1)S(=O)(=O)c1ccc2[nH]cc(C(=O)NCCOC)c(=O)c2c1
→ ?	-5	-2	2	1	1	-4	-1	4
Cc1ccsc1C(=O)OCC(=O)NCC1CCCO1 (stereo not drawn)
→ -5	6	-0.55	-10	-2	-8	9	3	7
O=C1c2ccccc2C2NC(=O)C3(CCCCC3)N12 (stereo not drawn)
→ 17	3	-0.69	5	-2	-4	-1	-2	5
O=C(NCc1ccco1)c1ccccc1NS(=O)(=O)c1cccs1
→ -9	14	0.099	-11	-4	7	2	3	7
Clc1cccc(Cl)c1Cn1cnc2c(N3CCCCCC3)ncnc21
→ -1	-3	0.14	-5	2	42	-5	1	1
O=C(CCC1CCCC1)Nc1ccon1
→ 5	0	-1.4	-3	0	-5	-1	3	-2
NC(=O)CSc1nnc2n(-c3ccccc3)c(=O)c3c4c(sc3n12)CCCCC4
→ 6	nt	nt	15	0	8	2	nt	3
O=C1CC(N2CCN(Cc3ccc4c(c3)OCO4)CC2)C(=O)N1CCc1ccccc1 (stereo not drawn)
→ 2	9	2.5*	-12	-1	-1	4	2	8
CC(C)NC(=O)CCCc1cn(C)c2ccccc12
→ 6	-8	-0.48	-3	0	-8	-1	2	8
CCn1cc(C(=O)NCC2CCCO2)c(=O)c2cc(F)c(N3CCN(C)CC3)cc21 (stereo not drawn)
→ -12	nt	nt	-33	1	10	-1	nt	6
CCN1CCN(C(=O)c2ccc3c(=O)n(CCC4=CCCCC4)c(=O)[nH]c3c2)CC1
→ 12	-5	-0.026	-3	-2	10	2	0	-6
Cc1ccc(C)c(NC(=O)CSc2nnc([C@@H]3CCCN3C(=O)OC(C)(C)C)o2)c1
→ -1	23	-0.09	-1	0	2	3	4	nt
CC(=O)OC(C(=O)NCc1ccco1)c1ccncc1 (stereo not drawn)
→ -3	13	-1	-16	-1	-8	5	0	-3
Cc1ccc(S(=O)(=O)c2nc(-c3cccs3)oc2SCC(N)=O)cc1
→ 14	6	1.5	5	nt	13	2	3	6
Cc1cccc(Nc2nc(N)nc(CN3CCN(c4ccccc4F)CC3)n2)c1
→ -4	25	1.7	5	-6	46	-1	3	7
CCOc1ccc(-n2c(=S)sc3c(=O)[nH]c(SCC(=O)NCc4ccco4)nc32)cc1
→ 28	5	-0.64	-11	-5	30	-1	-1	-7
CCOC(=O)c1ccccc1NC(=O)c1ccc(Cl)c(S(=O)(=O)N2CCOCC2)c1
→ 4	16	-0.055	-2	2	-5	2	-4	6
Cc1c(N=Cc2cccs2)c(=O)n(-c2ccccc2)n1C
→ 0	-9	-0.69	-10	0	-22	nt	1	3
COc1cccc(C(=O)Nc2cc(=O)n(C)c(=O)n2C)c1OC
→ -10	10	-0.28	3	-3	-7	4	0	4
CC1(C)CC(=O)C(C=NCC(O)c2ccccc2)=C(O)C1 (stereo not drawn)
→ -20	nt	nt	1	-2	10	-4	nt	5
CCN1CCN(C(c2ccccc2)c2nnnn2CCc2ccc(OC)c(OC)c2)CC1 (stereo not drawn)
→ 11	-4	0.018	7	-2	-22	-1	3	8
CC(=O)c1cccc(NC(=O)C2CCCN2S(=O)(=O)c2cccc3cccnc23)c1 (stereo not drawn)
→ 11	2	-0.31	-7	-1	-6	9	8	1
Cc1nc2ccccc2c2nc(NC(=O)Cc3ccccc3)nn12
→ 5	-1	2.7	-1	-7	-11	4	3	2
COC(=O)c1ccc(OC)c(CSc2nnc(COc3ccc(OC)cc3)o2)c1
→ -2	4	6.4*	7	-2	40	2	-8	1
O=C(Nc1ccc(Cl)cc1)NC1CCS(=O)(=O)C1 (stereo not drawn)
→ 4	-5	0.04	-10	2	-3	-2	-6	1
O=C(Nc1cccnc1)c1cc(-c2cccs2)on1
→ 5	8	-1.8	-6	-6	-21	1	-2	-2
COc1c(Cl)ccc(Cl)c1C(=O)NC(=O)N1CCOCC1
→ -1	-1	1.3	-1	-5	-8	-2	-1	6
COc1ccccc1NC(=O)CN1CCN(CC(=O)Nc2ccccc2F)CC1
→ -4	21	-0.3	-8	-1	0	-2	9	3
CCOC(=O)N1CCN(C(=O)CCn2c(=S)[nH]c3cc(OCC)c(OCC)cc3c2=O)CC1
→ 29	2	0.14	-33	-3	4	3	-2	4
O=C(OCc1c(Cl)nc2sccn12)c1cc2c(s1)CCCC2
→ 9	-13	-0.52	-2	1	10	6	1	11
Cn1c(=NC(=O)c2cnccn2)sc2ccccc21
→ 9	9	0.17	-10	-7	49	6	4	4
Nc1c(C(=O)NCc2ccc3c(c2)OCO3)c2nc3ccccc3nc2n1CCCN1CCOCC1
→ 29	13	-1.4	-8	-6	95*	2	-1	-4
COc1cc(OC)cc(OCC(O)Cn2ccnc2C)c1 (stereo not drawn)
→ 2	0	nt	4	0	3	4	-1	12
O=c1[nH]cnc2c1sc(=S)n2-c1ccccc1
→ 8	9	nt	-7	-1	-25	9	1	6

Ordered by formula weight (low to high): some entries from above.
Values run as follows: DUSP1 inh	AP ELISA ortho	D1 mod	Cdc25B block	Hsp90 block	Ecoli tolC	CatB block	CatB mix inh	Ec RNAP inh
CC1(C)CC(=O)C(C=NCC(O)c2ccccc2)=C(O)C1 (stereo not drawn)
→ -20	nt	nt	1	-2	10	-4	nt	5
COc1c(Cl)ccc(Cl)c1C(=O)NC(=O)N1CCOCC1
→ -1	-1	1.3	-1	-5	-8	-2	-1	6
CC(=O)c1cccc(NC(=O)C2CCCN2S(=O)(=O)c2cccc3cccnc23)c1 (stereo not drawn)
→ 11	2	-0.31	-7	-1	-6	9	8	1

(more compounds)
Values run as follows: DUSP1 inh	AP ELISA ortho	D1 mod	Cdc25B block	Hsp90 block	Ecoli tolC	CatB block	CatB mix inh	Ec RNAP inh
O=C(CN1CCCC1)Nc1ccc(NC(=O)Nc2ccccc2)cc1
→ 16	6	0.048	-6	5	-12	2	3	5
O=C(CSc1ncn[nH]1)N1CCN(c2nnc(-c3ccccc3)c3ccccc23)CC1
→ 8	12	-0.52	-12	-1	8	3	3	4
Cc1nc2ccccc2nc1CSc1nncs1
→ 1	-3	0.41	-1	-1	-7	0	6	4
Cc1ccc(C)c2[nH]c(=O)c(CN(CCN3CCOCC3)Cc3nnnn3CC3CCCO3)cc12 (stereo not drawn)
→ 11	-5	1.3	-8	-2	-23	8	0	10
O=C(c1ccccc1-c1nc2ccccc2[nH]1)N1CCOCC1
→ -27	2	1.6	6	-2	-9	4	2	10
COc1ccccc1NC(=O)NCC(=O)Nc1ccc(F)c(F)c1
→ -6	17	1.7	-5	-1	11	3	6	8
O=C(/C=N/O)NCCN1CCCCC1
→ 7	22	0.28	-11	-4	-17	-3	-11	5
O=C(c1ccco1)N1CCN(C(=O)C2CCCO2)CC1 (stereo not drawn)
→ 5	16	-1.1	-1	1	-8	4	2	10
COc1ccc(S(=O)(=O)Nc2cccc(C)n2)c2ccccc12
→ 4	1	0.74	-1	-4	4	4	3	-6
COC(=O)N1CN(C(=O)OC)CN(C(=O)OC)C1
→ -16	4	-0.27	-9	-1	-18	3	5	11
CC1(C)CC(=O)c2cc(OCC(=O)NCCN3CCCc4ccccc43)ccc2O1
→ 6	9	0.047	-7	-3	2	1	6	1
COc1ccccc1CNC(=O)CCn1c(=O)sc2ccccc21
→ 10	nt	0.84	4	1	-14	nt	nt	nt
CC(C)Sc1nc(SCC(=O)NCc2ccco2)c2c3c(sc2n1)COC(C)(C)C3
→ 6	-2	nt	-10	nt	32	-7	0	4
CN1CCN(C(=O)Cn2c(=O)oc3cc(S(=O)(=O)NCc4ccccc4)ccc32)CC1
→ 0	10	-1	-9	0	-8	0	4	5
COc1ccc(CCNC(=O)c2ccn[nH]2)cc1OC
→ 22	18	1.5	5	-2	-14	-6	5	4
CC(CNC(=O)c1cncc(O)c1)NC(=O)c1cncc(O)c1 (stereo not drawn)
→ 28	-16	0.012	-1	1	-12	9	4	nt
N#CC1=C(SCC(N)=O)NC(=O)CC1c1ccccc1Cl (stereo not drawn)
→ 0	-3	0.69	2	2	-2	-3	-5	8
CCN1CCN(c2ccc(NC(=O)Cc3ccccc3)cc2)CC1
→ 2	13	-4.7*	1	-5	-5	-4	-5	-3
CCCCCCn1cc(C(=O)O)c(=O)c2ccccc21
→ -12	nt	nt	-2	4	4	-2	nt	4
O=C(CCNc1cc(Cl)cc(Cl)c1)c1ccco1
→ 1	-4	0.57	2	2	85*	2	-1	6
CCC1(C)N(O)C(C)(C)C(c2ccc(OC)cc2)=[N+]1[O-] (stereo not drawn)
→ 2	4	0.32	1	-2	-14	9	9	15

Rows are unselected, and some 7.6% of all compounds hit somewhere here.
